IDE inh = human IDE inhibitors in live cells, primary screen, fluorescence polarization, HEK cells, FAbetaB substrate; FAbetaB cleavage; Insulin-degrading enzyme (Homo sapiens), P14735; 320,000 compounds, 0.41% hits; inhibition, % at 5.59 µM;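 active means percent inhibition above the average of all tested compounds plus 3 SD, set per screening campaign, cut at about 16% in these data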;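 further: IDE supplied by intact live HEK cells; FP after avidin binding of uncleaved biotin substrate so inhibition keeps polarization high; 0% = DMSO wells and 100% = 60 µM reference IDE inhibitor Ii1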
IDE act = human IDE activators in live cells, primary screen, fluorescence polarization, HEK cells, FAbeta-B substrate; Insulin-degrading enzyme (Homo sapiens), P14735; FAbeta-B cleavage; 0% vehicle, 100% cell-free pure enzyme wells; activation, % at 5.96 µM; 340,000 compounds, 0.073% hits; AID 493087, 2011;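 active means activation above the mean of all tested compounds plus 3 SD, set per screening campaign, cut at about 17% in these data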
MEKK3 PB1 HTS = modulators of MEKK3-MEK5 PB1 binding, primary screen, biochemical, wildtype MEKK3, multiplex bead flow cytometry, Alexa488-MEK5 | bead-based flow cytometry, Alexa488-MEK5 binding to MEKK3; actives lie on both sides; 0 = blocked by unlabeled MEK5, 100 = vehicle | binding response (% of control), % at 10 µM | Mitogen-activated protein kinase kinase kinase 3 (Homo sapiens), Q99759 | 290,000 compounds, 1.4% hits;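 active means binding response more than 3 SD above or below the average of its plate-row segment, actives on both sides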;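 further: Alexa488 bead fluorescence after subtracting the streptavidin-only scavenger bead signal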
Target sequence (Q99759 whole entry, looked up): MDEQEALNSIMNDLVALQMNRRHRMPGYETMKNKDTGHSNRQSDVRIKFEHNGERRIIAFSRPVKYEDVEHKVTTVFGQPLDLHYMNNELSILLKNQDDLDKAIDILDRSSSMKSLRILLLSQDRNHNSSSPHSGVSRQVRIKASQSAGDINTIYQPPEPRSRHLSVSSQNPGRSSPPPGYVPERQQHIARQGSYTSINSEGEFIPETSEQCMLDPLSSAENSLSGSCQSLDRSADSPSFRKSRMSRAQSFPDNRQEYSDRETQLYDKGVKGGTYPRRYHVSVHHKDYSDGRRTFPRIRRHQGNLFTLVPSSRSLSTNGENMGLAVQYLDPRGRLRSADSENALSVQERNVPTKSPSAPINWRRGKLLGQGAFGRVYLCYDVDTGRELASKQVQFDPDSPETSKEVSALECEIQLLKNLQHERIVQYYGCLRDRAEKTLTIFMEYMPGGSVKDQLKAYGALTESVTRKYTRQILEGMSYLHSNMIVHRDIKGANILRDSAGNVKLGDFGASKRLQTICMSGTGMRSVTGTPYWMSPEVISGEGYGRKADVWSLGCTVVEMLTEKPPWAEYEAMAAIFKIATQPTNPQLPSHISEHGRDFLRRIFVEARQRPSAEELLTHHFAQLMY
MEKK2 WT-MEK5 = modulators of MEK5 binding to wildtype MEKK2, primary screen, biochemical, multiplex bead flow cytometry, Alexa488-MEK5; Mitogen-activated protein kinase kinase kinase 2 (Homo sapiens), Q9Y2U5; Alexa488-MEK5 binding to MEKK2 WT; actives lie on both sides; binding response (% of control), % at 10 µM; 290,000 compounds, 1.1% hits; AID 1531, 2009; in the data active means binding response below about 67% or above about 130%
MEKK2 mut-MEK5 = MEK5 binding signal on mutant MEKK2 PB1, primary screen, biochemical, multiplex bead flow cytometry, Alexa488-MEK5 | Alexa488-MEK5 binding to MEKK2 mutant | percent response, % at 10 µM | 290,000 compounds, 0.35% hits | AID 1530, 2009; in the data active means percent response above about 24%, passing the limit was not always enough; further: inactives centre near 1; some results filed as inactive read as strong as hits; reference of the scale not given here
UBC9 SUMO inh = inhibitors of in vitro SUMOylation cascade, primary screen, biochemical, HTRF, uHTS; 290,000 compounds, 0.36% hits; SUMO-conjugating enzyme UBC9 (Homo sapiens), P63279; HTRF SUMOylation assay, SAE1/SAE2 + UBC9; AID 2006, 2009; inhibition, % at 35 µM; in the data active means inhibition above about 50%, passing the limit was not always enough; further: strong numbers were not always called active
Target sequence (P63279 whole entry, looked up): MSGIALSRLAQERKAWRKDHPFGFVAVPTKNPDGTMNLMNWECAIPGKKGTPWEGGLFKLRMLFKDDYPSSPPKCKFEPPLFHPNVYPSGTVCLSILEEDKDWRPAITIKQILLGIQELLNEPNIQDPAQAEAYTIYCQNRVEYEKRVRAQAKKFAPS
PfM18AAP inh = PfM18AAP inhibitors, malaria aminopeptidase, primary screen, biochemical, QFRET, recombinant enzyme | H-Glu-NHMec fluorogenic cleavage | inhibition, % at 7.35 µM | 290,000 compounds, 1.2% hits;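 active means inhibition above the campaign mean inhibition over all tested compounds plus 3 SD, cut at about 28% in these data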;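 further: 0% = plate median of test compound wells and 100% = 2 mM ZnCl2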
p-CIP stab down = p/CIP-EGFP fusion destabilizers, primary screen, fluorescence, F442A cells; decrease of EGFP signal, % at 10 µM; 16 h; 290,000 compounds, 0.01% hits; Q05BA5;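 active means EGFP signal decrease of at least 30% at 10 µM or well 3 SD below plate mean, unless failing retest; inactive means the rest, including hits failing retest or dose response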; further: some compounds called inactive have numbers as strong as hits; many of its hits are not listed in these tables
NALP1 yeast inh = NALP1 inflammasome inhibitors in reconstituted yeast, colorimetric, S. cerevisiae, triplicate retest. S. cerevisiae NALP1/ASC/caspase-1 growth, X-gal OD620, 72 h. inhibition, % at 10 µM. 280,000 compounds, 0.61% hits; in the data active means inhibition mostly above about 24%, no sharp cut-off; inactive means mostly below about 32%; further: some compounds called inactive have numbers as strong as hits
An asterisk follows results filed as active; · = not tested or not shown; & = joins results of further samples; ! = not confirmed by another sample. The list is partial (hit frequency here may not be typical).

item	compound	IDE inh	IDE act	MEKK3 PB1 HTS	MEKK2 WT-MEK5	MEKK2 mut-MEK5	UBC9 SUMO inh	PfM18AAP inh	p-CIP stab down	NALP1 yeast inh
1	C=CCn1c(SCc2nc3ccccc3nc2C)nnc1-c1ccoc1C	1.6	0.8	98.0	103.0	7.0	6.5	11.2	-11.2	20.0
2	S=c1[nH]ccn1Cc1ccccc1	1.3	-6.2	63.0	70.0	-12.0	1.2	3.1	15.3	6.1
3	O=C(O)/C(=C\c1ccc(F)cc1)c1ccc(-c2ccccc2)cc1	-0.1	3.0	99.0	101.0	-2.0	19.1	-2.6	-13.0	30.1
4	CCCCCCCCCCCCCCCCn1cc[n+](C)c1	-5.2&-9.3	3.7	113.0&118.0	213.0*	76.0*	14.3&5.2	1.1&-0.2	-13.0&-13.3	93.6*!
5	Cc1c(C(=O)N2CC(C)OC(C)C2)sc2nc(-c3ccccc3)cn12 (stereo unspecified)	3.4	·	·	·	·	19.9	1.3	-4.7	9.4
6	Cc1cc(=O)n2nc(N3CCCC(C(=O)NCc4ccccc4Cl)C3)sc2n1 (stereo unspecified)	1.4	-5.4	98.0	103.0	4.0	7.0	3.3	-9.5	-7.8
7	Cc1ccc(C(=O)O)cc1N1C(=O)c2cccc3cc(Br)cc(c23)C1=O	2.8	-3.2	·	·	·	30.9	7.0	-12.8	5.6
8	COc1ccc(C(=O)Nc2ccc(N3CCN(C)CC3)cc2)cc1OC	-4.0	0.2	98.0	98.0	3.0	19.1	4.9	1.7	27.1
9	O=C(CCc1nc(-c2ccccc2F)no1)NC1CCCCCC1	9.8	-1.4	102.0	102.0	5.0	13.8	-5.3	11.3	20.9
10	O=c1[nH]c2ccccc2c(O)c1-c1cc2ccccc2oc1=O	9.2	·	92.0	90.0	-3.0	31.6	1.5	-13.0	5.9
11	CCN(CC)C(=O)C1CCCN(Cc2ccc(F)c(F)c2)C1 (stereo unspecified)	-0.4	-5.6	96.0	96.0	0.0	0.6	-3.7	2.4	10.1
12	Cc1ccc(S(=O)(=O)c2ncccc2N)cc1	-1.6	1.1	102.0	100.0	1.0	-2.2	1.8	-10.2	-3.3
13	C/C=C/c1cc(OC)c2c(c1)[C@H](C)[C@@H](c1ccc(O)c(OC)c1)O2	-3.5	3.8	102.0	97.0	0.0	·	·	·	·
14	Cc1ccc(NC(=O)CNCc2ccccn2)cc1S(=O)(=O)N(C)C	3.1	0.9	98.0	103.0	-1.0	16.3	-1.1	-11.7	-9.4
15	O=c1[nH]c(=O)n(C2OC(CO)C(O)C2O)cc1Br (stereo unspecified)	4.4	5.7	102.0	101.0	8.0	9.4	1.7	-2.4	11.8
16	CCn1cc2nc(SCC(=O)Nc3ccc(F)cc3F)n(Cc3ccccc3)c(=O)c2n1	9.8	-0.3	96.0	92.0	2.0	-1.7	6.8	-8.1	-14.0
17	CC1CCCCC1NS(=O)(=O)c1ccc(-n2cnnn2)cc1 (stereo unspecified)	4.2	3.3	103.0	101.0	0.0	9.6	-2.2	-13.9	5.2
18	CCOc1ccc(NC(=O)NNC(=O)c2ccc(CC)s2)cc1	-11.0	3.1	103.0	101.0	1.0	8.6	9.7	-3.8	12.2
19	O=C(NCCCn1ccnc1)Nc1cccc(Cl)c1	-9.6	-3.6	103.0	110.0	4.0	7.5	0.7	-12.0	24.2
20	Cc1ccc(SCCc2ccc(C)nc2)cc1	6.4	-2.1	94.0	115.0	9.0	10.7	2.8	-5.9	30.5
21	CCN(CC)CCCNC(=O)CN1N=C(c2ccc(OC)cc2)CCC1=O	0.3	-1.1	99.0	96.0	2.0	-1.5	4.0	4.0	2.8
22	CCn1c(SCC(=O)Nc2ccc3c(c2)OCCO3)nc2c(c1=O)SC(C)C2 (stereo unspecified)	6.1	4.2	·	·	·	5.2	-8.2	-9.5	5.5
23	COc1ccc(C(=O)NC(C)Cc2cnccn2)cc1OC1CCN(C(C)C)CC1 (stereo unspecified)	-1.6	3.4	96.0	103.0	5.0	-7.3	-1.8	-5.0	6.6
24	COc1ccc(S(=O)(=O)NC(C)C)cc1C(=O)NC1CCCCC1	6.3	0.1	101.0	103.0	-1.0	-0.3	-0.9	-2.3	18.6
25	CCOc1cnc(-c2c(-c3c(F)cccc3Cl)noc2C)o1	3.5	5.0	106.0	105.0	3.0	-9.2	-1.4	-14.5	7.1
26	S=c1[nH]nc(-c2cccnc2)n1/N=C/C=C/c1ccccc1	0.6	4.9	102.0	93.0	2.0	7.4	19.5	-13.1	21.3
27	Clc1ccc2nc(CN3CCCCC3)cn2c1	-1.7	2.7	105.0	104.0	5.0	12.1	-1.7	-1.6	27.7
28	O=C(O)CCC(=O)Nc1cccc(C(=O)Nc2cccc(Cl)c2)c1	-3.5	2.5	106.0	105.0	8.0	16.1	-8.3	-12.6	-1.2
29	COC(=O)C(C)(C)ONC(=O)Nc1ccccc1Cl	-2.9	4.8	95.0	97.0	-2.0	4.0	-1.9	7.9	9.3
30	O=C(CCc1ccccc1)N1CCN(c2ccccc2F)CC1	4.7	3.0	94.0	99.0	-2.0	16.1	-2.3	-6.3	7.5
31	COc1ccc(/C=C/C=C2\N=C(SC)SC2=O)cc1	3.0	-7.6	101.0	97.0	0.0	6.2	3.4	-6.4	7.4
32	Cc1ccc(CS(=O)(=O)CCC(=O)NCCCN2CCCC2)cc1	0.8	6.3	101.0	102.0	5.0	6.7	1.8	1.9	35.6
33	COc1ccc(CNC(=O)C(c2ccco2)N(Cc2ccccc2)C(=O)Cc2cccs2)cc1 (stereo unspecified)	1.4	4.5	98.0	95.0	1.0	1.2	-0.4	18.7	1.8
34	CNC(=S)N/N=C(\C)c1ccc(Cl)s1	3.9	4.5	101.0	98.0	7.0	-22.3	1.8	-17.4	10.3
35	CCCC(=O)Nc1nc2nc(-c3ccccc3)cc(=O)n2[nH]1	-7.6	1.1	·	·	·	28.7	1.3	-2.4	41.0
36	CS(=O)(=O)N(CC(=O)NC1CCCC1)c1ccc2c(c1)OCCO2	3.1	4.8	94.0	96.0	-1.0	5.9	-1.7	-3.0	13.9
37	O=C(NCCc1ccccc1)c1ccc(=O)oc1	1.2	6.0	108.0	114.0	8.0	3.0	-10.4	-6.9	-1.6
38	O=C(OCC(=O)N1CCc2ccccc21)c1ccc(Cl)nc1	-4.2	8.2	99.0	98.0	-1.0	5.0	3.2	6.7	2.3
39	O=C(Nc1ccccc1)c1ccc(CN2CCc3ccccc3C2)cc1	0.8	0.9	100.0	102.0	0.0	8.9	-8.0	-7.6	2.8
40	CCC1C(C#N)=C(SC)NC2=C1C(=O)CC(C)(C)C2 (stereo unspecified)	5.1	1.8	99.0	99.0	3.0	-13.6	1.8	-13.3	3.5
41	C#CCOC(=O)CCCC(=O)Nc1ccccc1OC	-2.1	2.1	102.0	105.0	3.0	9.5	-8.8	1.3	10.2
42	Cc1ccc(/C=N/NC(=O)CSc2nc3ccccc3[nH]2)o1	-3.4	1.4	98.0	95.0	-4.0	8.9	15.7	5.1	8.1
43	CCCCN(C(=O)CSc1nnc(Nc2ccccc2)s1)c1c(N)n(CCC)c(=O)[nH]c1=O	-3.4	5.6	119.0	108.0	-1.0	-6.3	-10.8	4.9	14.3
44	O=[N+]([O-])c1ccc(C[n+]2cccc3ccc4cccnc4c32)cc1	3.4	6.2	104.0	112.0	5.0	0.6	7.1	-16.4	15.8
45	COC(=O)c1cc(CSC(=N)N)ccc1OCCC(C)C	8.8	3.6	98.0	108.0	1.0	19.9	-1.1	-18.2	6.2
46	COc1cc(OC)cc(-c2nc3ccccc3c(=O)n2NC(=O)c2cccnc2Cl)c1	-1.5	2.8	97.0	95.0	-3.0	13.4	-2.9	-10.7	7.4
47	CCSc1nnc(-c2ccccc2NC(C)=O)c(=O)[nH]1	0.7	4.3	90.0	93.0	-4.0	26.4	0.0	7.2	-1.3
48	Cc1cc(NC(=O)CC2CCCC2)ccc1Br	3.3	-0.1	99.0	99.0	-5.0	-18.2	3.4	9.5	21.7
49	CCN1CCN(S(=O)(=O)c2ccc3c(c2)NC(=O)CS3)CC1	4.8	-0.4	105.0	107.0	12.0	12.7	0.9	-12.2	18.0
50	CC(=O)N1CCN(S(=O)(=O)c2cccc(C(=O)Nc3nc4ccccc4[nH]3)c2)CC1	2.3	2.5	102.0	100.0	1.0	-10.4	11.0	-7.8	-19.8

An excerpt of these results, screen by screen.
[39] O=C(Nc1ccccc1)c1ccc(CN2CCc3ccccc3C2)cc1
[40] CCC1C(C#N)=C(SC)NC2=C1C(=O)CC(C)(C)C2 (stereo unspecified)
[41] C#CCOC(=O)CCCC(=O)Nc1ccccc1OC
[42] Cc1ccc(/C=N/NC(=O)CSc2nc3ccccc3[nH]2)o1
[43] CCCCN(C(=O)CSc1nnc(Nc2ccccc2)s1)c1c(N)n(CCC)c(=O)[nH]c1=O
[44] O=[N+]([O-])c1ccc(C[n+]2cccc3ccc4cccnc4c32)cc1
[45] COC(=O)c1cc(CSC(=N)N)ccc1OCCC(C)C
[46] COc1cc(OC)cc(-c2nc3ccccc3c(=O)n2NC(=O)c2cccnc2Cl)c1
[47] CCSc1nnc(-c2ccccc2NC(C)=O)c(=O)[nH]1

screen / no.	39	40	41	42	43	44	45	46	47
IDE inh	0.8	5.1	-2.1	-3.4	-3.4	3.4	8.8	-1.5	0.7
IDE act	0.9	1.8	2.1	1.4	5.6	6.2	3.6	2.8	4.3
MEKK3 PB1 HTS	100.0	99.0	102.0	98.0	119.0	104.0	98.0	97.0	90.0
MEKK2 WT-MEK5	102.0	99.0	105.0	95.0	108.0	112.0	108.0	95.0	93.0
MEKK2 mut-MEK5	0.0	3.0	3.0	-4.0	-1.0	5.0	1.0	-3.0	-4.0
UBC9 SUMO inh	8.9	-13.6	9.5	8.9	-6.3	0.6	19.9	13.4	26.4
PfM18AAP inh	-8.0	1.8	-8.8	15.7	-10.8	7.1	-1.1	-2.9	0.0
p-CIP stab down	-7.6	-13.3	1.3	5.1	4.9	-16.4	-18.2	-10.7	7.2
NALP1 yeast inh	2.8	3.5	10.2	8.1	14.3	15.8	6.2	7.4	-1.3

Following part:
item	compound	IDE inh	IDE act	MEKK3 PB1 HTS	MEKK2 WT-MEK5	MEKK2 mut-MEK5	UBC9 SUMO inh	PfM18AAP inh	p-CIP stab down	NALP1 yeast inh
51	O=C(CC1SC(=O)N(Cc2cccc3ccccc23)C1=O)Nc1nccs1 (stereo unspecified)	10.2	-2.4	103.0	97.0	3.0	-10.8	19.3	-0.9	-0.2
52	Cc1ccc(NC(=O)COc2ccccc2C(=O)NCCN(C)C)cc1	3.6	·	124.0	121.0	0.0	-5.3	4.0	0.5	23.4
53	CCC(CC)C(=O)Nc1cccc(C(=O)N2CCCC2)c1	-2.5	4.0	103.0	108.0	5.0	11.8	-7.0	-3.0	19.1
54	COc1ccc(C(=O)NCC(=O)NCC(=O)OCC(=O)c2ccc(C)cc2)cc1	-2.5	-4.0	101.0	100.0	3.0	12.6	-11.9	-14.3	15.4
